Assay outcomes from PubChem BioAssay.
Hsp70 inhibitors: small molecules displacing fluorescent ligand from Hsp70 – biochemical, fluorescence polarization, primary screen (AID 583); Hsp70 fluorescence polarization probe displacement, mP; higher % means a stronger effect; displacement, % at 20 µM; hits with a dose series show IC50 in µM; 0.06% of 140,000 active; in the data active means displacement above about 50%;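 further: plate controls were vehicle for no effect and reference ligand for full effect; a part of the inactive calls stands beside numbers as strong as those of hits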
MKP-3 inhibition: inhibition of rat DUSP6 enzyme activity – biochemical, in vitro, primary screen (AID 425); recombinant MKP-3 phosphatase activity, fluorescence; higher % means a stronger effect; inhibition, % at 20 µM; hits with a dose series show IC50 in µM; 0.17% of 110,000 active; in the data active means inhibition above about 50%;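 further: plate controls were vehicle for no effect and reference inhibitor for full effect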
* marks the source's active call; other numbers are inactive results; . = not tested or not shown; & = joins results of further samples. Only part of the results is shown; count on the stated rates, not on these rows.

SMILES	Hsp70 inhibitors	MKP-3 inhibition
CCOC(=O)Cc1csc(N)n1	2.5%	.
O=C1CC(c2ccco2)CC2=C1C(c1ccccc1)n1nc(C(F)(F)F)nc1N2 (stereo not given)	-2.0%	-19%
O=C(CSc1nccc2ccccc12)N1CCN(Cc2ccc3c(c2)OCO3)CC1	-1.2%	3%
COC(=O)C(Cc1ccccc1)NC(=O)CSc1nc(C)cc(=O)[nH]1 (stereo not given)	-1.2%	-11%
Cc1ccc2nc(-c3ccc(OC(=O)c4ccccc4F)cc3)sc2c1	0.1%	0%
CCOC(=O)N1CCN(Cc2nc(N)nc(Nc3ccccc3C)n2)CC1	-0.2%	.
CCCCc1nnc(NC(=O)CCc2ccccc2)s1	-2.8%	-1%
COC(=O)Cn1cc(/C=C2\C(=O)NC(=O)N(c3cc(C)cc(C)c3)C2=O)c2ccccc21	15%	2%
COc1cc(CN2CCN(S(=O)(=O)c3ccc(Cl)cc3)CC2)cc(OC)c1O	-3.8%	2%
CN(Cc1ccco1)C(=O)Cn1c(=O)oc2cc(S(=O)(=O)NCc3ccccc3)ccc21	1.0%	3%
Nc1ccc(N=Nc2ccccc2)c(N)n1	5.5%	.
CC(C)(C)c1ccc(C(=O)Nc2cccc(Br)c2)cc1	3.8%	0%
Cc1cc(C(=O)N2CCN(c3ncccn3)CC2)sc1-c1ccccc1	0.4%	-8%
CC1=C(C(=O)OC(C)C)C(c2ccsc2)NC(=O)N1C (stereo not given)	3.6%&0.1%	2%
CC1(C)CC2CC(C)(CN2S(=O)(=O)c2ccc(N)cc2)C1 (stereo not given)	-1.1%	-4%
COc1ccc(C(=O)c2cnc3cc4c(cc3c2C)OCO4)cc1	-1.1%	.
CN1CCc2c(sc(/N=C/c3cccs3)c2C(N)=O)C1	3.8%	-10%
CC(C)(C)c1ccc(C(=O)NNC(=O)c2ccco2)cc1	1.3%	-1%
Cc1ccc(-c2ncnn2-c2cccc(Cl)c2C)cc1	3.1%	2%
CCc1ccc2oc(-c3cccc(NC(=O)c4ccccc4C)c3)nc2c1	-5.7%	3%
CCCOC(=O)c1ccc(NS(=O)(=O)Cc2ccccc2)cc1	4.3%	-1%
Cc1c(NC2=C(Cl)C(=O)c3c(Cl)c(Cl)c(Cl)c(Cl)c32)c(=O)n(-c2ccccc2)n1C	21%	10%
CCOC(=O)Nc1cc([N+](=O)[O-])ccc1Cl	.	0%
O=c1c2c3c(sc2[nH]c(=S)n1-c1ccccc1)CCC3	3.8%	3%
CCCc1[nH]nc2c1C(c1c(C)nn(-c3ccccc3)c1Cl)C(C#N)=C(N)O2 (stereo not given)	.	4%
CC1Cc2ccccc2N1c1ncnc2c1nnn2Cc1ccccc1Cl (stereo not given)	-2.0%	.
O=C(N/N=C/c1ccc(F)cc1)c1cc(C2CC2)[nH]n1	4.8%	0%
COc1ccc(/C=N/c2nc3ccccc3n2CCN2CCCCC2)cc1OC	3.1%	.
Cn1ccnc1C(O)c1cc(C(C)(C)C)c(O)c(C(C)(C)C)c1 (stereo not given)	-9.2%&1.5%	-16%&-1%
CCOC(=O)CSc1ncnc2c1sc1nc(N3CCOCC3)c3c(c12)CCCC3	10%	.
Cc1c(Cl)cccc1-c1ccc(/C=N/N=C2\NC(=O)CS2)o1	-1.6%	6%
Cc1c(Cl)cccc1NC(=O)CSCC(N)=O	-1.3%	-3%
CC(=O)N1CCN(C(=O)CCc2nc3sc4c(c3c(=O)[nH]2)CCCC4)CC1	-1.2%	2%
O=C1NC(=S)N/C1=C/c1ccc(-c2cccc(Br)c2)o1	-24%	1%
O=C(NC1CCCCCCC1)c1ccc2c(c1)OCO2	11%	-2%
Cc1ccc(CN2CC34C=CC(O3)C(C(=O)NCc3ccc5c(c3)OCO5)C4C2=O)cc1 (stereo not given)	3.7%	0%
Cc1nn(CCC#N)c2nc(-c3ccccc3)cc(C(F)(F)F)c12	2.4%	.
CSc1nc2n(n1)C(c1ccccn1)C1=C(CC(C)(C)CC1=O)N2 (stereo not given)	1.9%	.
CCOC(=O)C1=C(C)NC2=C(C(=O)CC(C)(C)C2)C1c1ccc(N(C)C)cc1 (stereo not given)	9.9%	-8%
Cc1cc2ccccc2cc(C)c1=O	-2.0%	-5%
O=C(NCc1ccc2c(c1)OCO2)c1cc(-c2ccc(Cl)cc2Cl)on1	-4.5%	.
Cc1cccc(NCN2C(=O)CSC2=O)c1	0.2%	1%
COC(=O)c1ccc2c(c1)C(=O)N(C1CCCCC1)C2=O	1.4%	-6%
Cc1ccc(C=Nc2ccc(F)cc2)o1	-3.7%	6%
COc1cc(C(=O)NCc2ccc(C)cc2)c([N+](=O)[O-])cc1OC	0.3%	-3%
COc1ccccc1N1CCN(C(=O)c2ccc(N(C)C)cc2)CC1	3.1%	1%
Cc1ccc(-c2cc3nc(-c4ccccc4)cc(N4CCOCC4)n3n2)cc1	5.3%	.
COc1ccc2c(c1OC)C(=O)N(c1ccc(Cl)c(Cl)c1)C2=O	-2.5%	2%
CCOCCCNC(=O)C(Cc1ccccc1)NC(=O)c1ccco1 (stereo not given)	1.1%	-11%
O=C(Nc1nccs1)C1CCCN1S(=O)(=O)c1cccc2cccnc12 (stereo not given)	2.5%	-17%
COc1cccc(Nc2cc(=O)n(-c3ccccc3)c3ccccc23)c1	-4.3%	1%
Cc1ccc2c(c1)nnn2C1CCN(CC(=O)c2ccc(Cl)cc2)CC1	2.2%	4%
COc1ccccc1NC(=O)Cn1cnc2c(oc3ccccc32)c1=O	2.7%	4%
CCCCNC(=S)NNC(=O)c1nn(C)c(C)c1Cl	0.4%	.
CCCCc1c(C)nc(N/N=C(\C)c2cccc([N+](=O)[O-])c2)[nH]c1=O	5.5%	0%
Cc1cccc(N2C(N)=NC(N)=NC23CCCCC3)c1	-0.3%	-6%
CCCCC(CCC(=O)Nc1ccc(C(=O)OC)cc1)C(=O)O (stereo not given)	2.2%	-5%
O=C(O)c1ccc(N2C(=O)C3ON(c4ccccc4)C(c4ccccc4F)C3C2=O)cc1 (stereo not given)	-2.4%	-5%
O=C(COc1ccc(Br)cc1)Nc1ccc(Cl)cn1	-1.4%	0%
O=C(O)Cn1cnc2ccccc2c1=O	-1.7%	.
The list goes on:
SMILES	Hsp70 inhibitors	MKP-3 inhibition
NNC(=O)c1cc(-c2ccc3ccccc3c2)n[nH]1	2.3%	0%
COc1ccc(NC(=O)C2CCN(c3nc(C)nc4c3CCC4)CC2)cc1	-0.8%	-4%
Cc1cccc2nc(CSc3nncn3-c3ccccc3)cn12	5.2%	-9%
O=[N+]([O-])c1ccc(N=Nc2ccc(O)cc2O)cc1	3.7%	.
O=C(CN(Cc1ccccc1)S(=O)(=O)c1ccccc1)N1CCOCC1	12%	.
CS(=O)(=O)N(CC(=O)NCc1ccco1)c1cc(C(F)(F)F)ccc1Cl	0.7%	-12%
Cc1cc(N2C(=O)C3CC=CCC3C2=O)cc(C)c1Br (stereo not given)	-4.2%	-4%
CCn1cc(C(=O)NCc2cccnc2)c(=O)c2cc(F)c(N3CCN(C(=O)c4ccco4)CC3)cc21	7.2%	.
COc1ccc(-c2n[nH]c(C)c2-c2ccc(Cl)cc2)c(O)c1	1.3%	.
CCOC(=O)c1sc(NC(=O)c2ccccc2[N+](=O)[O-])nc1C	-2.3%	-6%
COc1ccc(OC)c(NC(=O)C2CCCNC2=O)c1 (stereo not given)	-4.6%	-7%
Clc1ccc(-c2nn3cnnc3s2)c(Cl)c1	-3.0%	-2%
CCCN1C(=O)c2ccc(C(=O)NC3CCCCC3)cc2C1=O	-2.1%	-7%
Cc1ccc(-c2nc(C#N)c(NCCN3CCCCC3)o2)cc1	-0.8%	-8%
Oc1ccc(Br)cc1/C=N/n1cnc2ccccc21	-1.6%	-3%

In another format: 18 of the compounds above.
SMILES,Hsp70 inhibitors,MKP-3 inhibition
CCCCC(CCC(=O)Nc1ccc(C(=O)OC)cc1)C(=O)O (stereo not given),2.2%,-5%
O=C(O)c1ccc(N2C(=O)C3ON(c4ccccc4)C(c4ccccc4F)C3C2=O)cc1 (stereo not given),-2.4%,-5%
O=C(COc1ccc(Br)cc1)Nc1ccc(Cl)cn1,-1.4%,0%
O=C(O)Cn1cnc2ccccc2c1=O,-1.7%,.
NNC(=O)c1cc(-c2ccc3ccccc3c2)n[nH]1,2.3%,0%
COc1ccc(NC(=O)C2CCN(c3nc(C)nc4c3CCC4)CC2)cc1,-0.8%,-4%
Cc1cccc2nc(CSc3nncn3-c3ccccc3)cn12,5.2%,-9%
O=[N+]([O-])c1ccc(N=Nc2ccc(O)cc2O)cc1,3.7%,.
O=C(CN(Cc1ccccc1)S(=O)(=O)c1ccccc1)N1CCOCC1,12%,.
CS(=O)(=O)N(CC(=O)NCc1ccco1)c1cc(C(F)(F)F)ccc1Cl,0.7%,-12%
Cc1cc(N2C(=O)C3CC=CCC3C2=O)cc(C)c1Br (stereo not given),-4.2%,-4%
CCn1cc(C(=O)NCc2cccnc2)c(=O)c2cc(F)c(N3CCN(C(=O)c4ccco4)CC3)cc21,7.2%,.
COc1ccc(-c2n[nH]c(C)c2-c2ccc(Cl)cc2)c(O)c1,1.3%,.
CCOC(=O)c1sc(NC(=O)c2ccccc2[N+](=O)[O-])nc1C,-2.3%,-6%
COc1ccc(OC)c(NC(=O)C2CCCNC2=O)c1 (stereo not given),-4.6%,-7%
Clc1ccc(-c2nn3cnnc3s2)c(Cl)c1,-3.0%,-2%
CCCN1C(=O)c2ccc(C(=O)NC3CCCCC3)cc2C1=O,-2.1%,-7%
Cc1ccc(-c2nc(C#N)c(NCCN3CCCCC3)o2)cc1,-0.8%,-8%

Remaining list, next part:
SMILES	Hsp70 inhibitors	MKP-3 inhibition
CCOC(=O)N1CCC(NC(=O)Cn2ncc3c2-c2cc(C)ccc2OC3)CC1	5.2%	-4%
COc1ccc(OC)c(/C=C2/C(=O)NC(=O)N(c3ccc(C(C)C)cc3)C2=O)c1	-0.7%	4%
CCCCOC(=O)n1c(=O)oc2ccccc21	-0.5%	0%
CCOC(=O)Cc1csc(NC(=O)c2c(O)c3ccccc3n(CC(C)C)c2=O)n1	-1.0%	.
CCOc1ccccc1Nc1nc(N)nc(CSc2nccc(C)n2)n1	-2.3%	-10%
Cc1nc2ccc(S(=O)(=O)NC(C(=O)N3CCC(C)CC3)C(C)C)cc2s1 (stereo not given)	13%	-9%
CCOC(=O)Cn1c(=O)oc2cc(S(=O)(=O)NCC3CCCO3)ccc21 (stereo not given)	-7.4%	-3%
COc1ccc(-n2c3c(cc(C(=O)Nc4ccc(C)cc4)c2=O)C(=O)CCC3)cc1	5.4%	.
COc1cc(C(=O)CSc2nncn2C)cc(OC)c1OC	.	-14%
CCOC(=O)CNC(=O)CSc1nnc(-c2ccc(OC)cc2)n1CC	1.2%	.
Cc1ccc(-n2c3c(cc(C(=O)N4CCN(C)CC4)c2=O)C(=O)CC(C)(C)C3)cc1	-4.4%	-7%
Nc1nc(CSc2nnnn2-c2ccccc2)nc(N2CCCc3ccccc32)n1	-5.5%	-12%
COc1ccc(Cl)cc1NC(=O)c1cccnc1	-6.8%	0%
CC1CCN(C(=O)Cn2cc(C(=O)C3CC3)c3ccccc32)CC1	-1.6%	.
CC(C)C(=O)Nc1ccc(-c2nc3cc(Cl)cc(Cl)c3o2)cc1	-4.9%	4%
COc1cc2[nH]c(=O)n(CCCCCC(=O)NCCCN3CCOCC3)c(=O)c2cc1OC	0.6%	-13%
CCc1nnc(NS(=O)(=O)c2ccc(NS(=O)(=O)c3ccc4c(c3)C(=O)c3ccccc3-4)cc2)s1	2.8%	-2%
CC1=Nc2ccccc2/C1=C\c1sc(=S)n(-c2cccc(F)c2)c1O	17%	6%
CC(=O)Nc1ccc(Nc2ccc(C(F)(F)F)cc2[N+](=O)[O-])cc1	-0.4%	4%
O=C1CSC(=Nc2ccccc2Cl)N1	3.9%	-1%
Cc1c(N2C(=O)/C(=C\c3cccnc3)SC2=S)c(=O)n(-c2ccccc2)n1C	-1.9%	2%
Cn1c2ccccc2c2cc(C(=O)OCC(=O)N3CC(=O)Nc4ccccc43)sc21	-30%	6%
COc1ccccc1N1CCN(/N=C/c2cccc(C)c2)CC1	5.1%	1%
CCOC(=O)C1=C(c2ccccc2)N=c2s/c(=C\c3cccnc3)c(=O)n2C1c1ccc2c(c1)OCO2 (stereo not given)	2.8%	0%
CCN(CC)S(=O)(=O)c1cc([N+](=O)[O-])ccc1NNC(=O)Nc1ccccc1OC	1.7%	.
COc1ccc(-n2c(C)nnc2SCC(=O)N2C(C)CCCC2C)cc1 (stereo not given)	-2.0%	1%
O=C(CCC1CCCC1)c1c(O)c2ccccc2oc1=O	-3.2%	-3%
CCCC(=O)Nc1ccccc1NC(C)=O	-1.1%	-4%
COc1ccc(-n2nc(C(=O)c3cccs3)cc(-c3nc4ccccc4[nH]3)c2=N)cc1	-0.7%	.
Cc1ccc(Nc2cc(C)nc3nc(C)nn23)c(C)c1	-7.2%	-2%
CCOC(=O)N1CCN(C(=O)CCn2nc(-c3ccc(Cl)cc3)ccc2=O)CC1	3.9%	7%
CCN(CC)CCCN1C(=O)C(=O)/C(=C(/O)c2ccccc2)C1c1ccccn1 (stereo not given)	7.5%	.
COc1nccc(Nc2ccccc2)c1C#N	-1.6%&1.5%	-7%&2%
O=C(Nc1nc2cc3c(cc2s1)OCCO3)c1cccc(S(=O)(=O)N2CCOCC2)c1	3.2%	-10%
C/C(=N\NC(=O)CNC(=O)C(c1ccccc1)c1ccccc1)c1ccccc1	2.0%	-1%
COC(=O)c1ccc(-c2ccco2)n1Cc1nc(-c2ccc(OC)c(OC)c2)oc1C	0.8%	6%
Cc1cc(NC(=O)NC(=O)c2ccc(F)cc2F)n[nH]1	2.8%	2%
CCN(CC)c1ccc(-c2nnc(SCC(=O)Nc3ccccc3C#N)n2-c2ccccc2)cc1	6.4%	.
CC(Cc1cccs1)NC(=O)Nc1ccc(Cl)c(Cl)c1 (stereo not given)	1.6%	.
